From PubChem BioAssay
Mito fusion act: blocks mitochondrial division or promotes mitochondrial fusion. S. cerevisiae fusion-defective mutant growth rescue, CellTiterGlo 48 h. Potency, µM (doses to about 46.1 µM), for the others: top-dose growth rescue (activation), most hits filed as activators. 320,000 compounds, 0.23% hits. AID 485298;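 note: potency is the fitted concentration of half-maximal effect; % of control where 0% means no effect; nearly all actives have a fitted effect of over 45% in size; temperature-sensitive fusion mutants such as fzo1-1 at 37 °C on non-fermentable ethanol glycerol medium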
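S. cerevisiae fusion-defective temperature-sensitive mutants (e.g. fzo1-1, mgm1-5) grown 48 h at 37C in YPEG (ethanol/glycerol non-fermentable) medium with 23 nl compound per well; growth rescue read as CellTiterGlo luminescence.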
TRPV1 agonist: human TRPV1 agonism; AID 540275; Q8NER1; 320,000 compounds, 0.19% hits; activation, % at 8.33 µM; TRPV1-expressing cells, Fluo-8 calcium influx, agonist mode; in the data active = activation above about 80%; inconclusive = between about 30% and that limit; note: 0% is about no effect
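Fluo-8 calcium influx in TRPV1-expressing cells, kinetic read (ex 480/em 520 nm). Compound added and read 3 min for agonist activity, followed by capsaicin at EC20 final and 2 min further read for enhancement.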
USP2a inh: USP2a (human) protease inhibition. Potency, µM (highest dose often 38.3 µM), for the others: at the highest dose activity change, negative = inhibition, usual class: inhibitors. USP2 core, Ub-CHOP2 coupled fluorogenic reporter, 485/531. 330,000 compounds, 0.01% hits;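 note: potency is the fitted concentration of half-maximal effect; plate controls were DMSO wells for no effect and full inhibition by NEM control for full effect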
Target sequence (O75604 whole entry, looked up): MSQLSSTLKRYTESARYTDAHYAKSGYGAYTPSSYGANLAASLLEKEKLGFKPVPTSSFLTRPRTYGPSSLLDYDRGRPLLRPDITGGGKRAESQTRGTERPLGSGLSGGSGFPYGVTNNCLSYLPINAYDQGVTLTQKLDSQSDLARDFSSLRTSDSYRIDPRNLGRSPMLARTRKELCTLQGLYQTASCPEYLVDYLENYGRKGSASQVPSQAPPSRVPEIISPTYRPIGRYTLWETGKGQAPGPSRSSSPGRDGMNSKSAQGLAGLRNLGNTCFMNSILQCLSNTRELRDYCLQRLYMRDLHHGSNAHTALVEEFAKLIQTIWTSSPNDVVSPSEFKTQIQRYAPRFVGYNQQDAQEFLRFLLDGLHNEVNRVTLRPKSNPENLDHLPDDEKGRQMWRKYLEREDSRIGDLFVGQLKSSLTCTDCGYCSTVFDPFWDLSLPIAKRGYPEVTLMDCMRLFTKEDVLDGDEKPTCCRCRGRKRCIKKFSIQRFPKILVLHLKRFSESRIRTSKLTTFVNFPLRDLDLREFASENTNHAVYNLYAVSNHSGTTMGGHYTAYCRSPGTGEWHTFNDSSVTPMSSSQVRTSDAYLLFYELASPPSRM
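USP2 core (10nM final) preincubated 30min RT with compound in 20mM Tris-HCl pH 8.0, 2mM CaCl2, 2mM beta-mercaptoethanol, 0.05% CHAPS; 25nM Ub-CHOP2 plus 25nM reporter substrate added, fluorescence (Ex485/Em531) read after 60min.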
A-T KAP1 phos: potential ataxia-telangiectasia treatment; […] A-T fibroblasts, KAP-1 phosphorylation AlphaLISA; neocarzinostatin DNA damage 30 min before lysis; Potency, µM (highest dose often 57.5 µM), inactives show at the highest dose activation, usual class: activators; 320,000 compounds, 0.19% hits; note: potency is the fitted concentration of half-maximal effect; % of control where 0% means no effect; nearly all actives have a fitted effect of over 45% in size
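hTERT-immortalized A-T patient fibroblasts ([…]), 500 cells/well in OPTI-MEM, 1% FBS, got compounds for 60 min, then NCS for 30 min at 37C. Lysates were then assayed for phospho-KAP-1 by AlphaLISA (anti-pKAP1 donor, anti-KAP1 acceptor beads), 6 hr at 25C.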
Eya2 phos inh: Eya2 (human) phosphatase inhibition; recombinant Eya2, OMFP fluorescence dephosphorylation (OMFP is methylfluorescein phosphate); Potency, µM (doses to about 76.9 µM), for the others: top-dose activity, negative = inhibition, usual class: inhibitors; 330,000 compounds, 0.006% hits; AID 488837; note: potency is the fitted concentration of half-maximal effect; % is set by controls: 0 for no effect and ±100 for the full control effect
Target sequence (O00167 whole entry, looked up): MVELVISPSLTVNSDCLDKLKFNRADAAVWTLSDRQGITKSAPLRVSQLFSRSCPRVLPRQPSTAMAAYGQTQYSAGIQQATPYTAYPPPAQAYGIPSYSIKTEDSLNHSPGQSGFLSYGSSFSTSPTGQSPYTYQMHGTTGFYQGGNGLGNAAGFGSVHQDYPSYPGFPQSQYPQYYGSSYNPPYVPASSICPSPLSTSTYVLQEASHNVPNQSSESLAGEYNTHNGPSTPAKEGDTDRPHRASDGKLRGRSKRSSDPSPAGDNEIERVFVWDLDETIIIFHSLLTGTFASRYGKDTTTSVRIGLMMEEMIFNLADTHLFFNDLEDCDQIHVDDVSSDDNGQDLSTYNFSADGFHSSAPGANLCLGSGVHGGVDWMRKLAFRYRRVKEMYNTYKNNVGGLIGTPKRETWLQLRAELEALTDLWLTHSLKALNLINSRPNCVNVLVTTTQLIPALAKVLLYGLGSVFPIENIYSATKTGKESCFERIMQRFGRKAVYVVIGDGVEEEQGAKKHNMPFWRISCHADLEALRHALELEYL
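Eya2 (0.2 uM) preincubated 10 min at ambient with compound, then OMFP substrate added at 50 uM; 10 min reaction in 50 mM HEPES pH 7.5, 50 mM NaCl, 5 uM MgCl2, 0.05% BSA, 1 mM DTT. Fluorescence read at Ex 485/Em 525 nm.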
TSHR antag: antagonists of human thyroid stimulating hormone receptor | P16473 | TSHR-expressing cells, TSH-stimulated cAMP HTRF, 2 h; stronger effect = lower value | activity change, negative = inhibition, % at 11.5 µM | 330,000 compounds, 0.2% hits | AID 504810;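 active = activity change below a set negative limit, meaning inhibition stronger than a set level, cut at about -70% in these data; inconclusive = activity change between two set negative limits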; note: % is set by controls: 0 for no effect and ±100 for the full control effect
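TSHR-expressing cells, 200/well, pre-treated with compound, then stimulated with EC80 TSH (4nM final) for 2 hours at 37 deg C. cAMP measured by competitive HTRF: anti-cAMP cryptate antibody in lysis buffer plus cAMP-d2, read after 30 minutes at room temperature.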
KCNH2 WT inh: KCNH2 (human, wildtype) channel inhibition | Q12809 | U2OS, BacMam KCNH2, thallium flux FluxOr; stronger effect = lower value | activity change, % at 1.84 µM | 340,000 compounds, 0.37% hits;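 active = maximum activity change below -70%; inconclusive = maximum activity change between -70% and -50%; inactive = maximum activity change above -50%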; note: % is set by controls: 0 for no effect and ±100 for the full control effect
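U2OS cells were transduced with wild-type KCNH2 virus (2.03 x 10^8 / mL) for 4 h at room temperature, then cultured overnight at 37 C. Thallium flux was read with FluxOr dye. Rate constants were normalized to DMSO controls.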
ELG1 DNA repair: ELG1-dependent DNA repair inhibition. HEK293T ELG1-luciferase reporter, luminescence, 16 h; DNA damage induced by 5-fluorouridine. Potency, µM (titrated, usually from 46.1 µM), for inactives: at the highest dose activity change, negative = inhibition, most hits filed as inhibitors. 330,000 compounds, 2.3% hits. AID 504467; note: potency is the fitted concentration of half-maximal effect; % is set by controls: 0 for no effect and ±100 for the full control effect; nearly all actives have a fitted effect of over 55% in size
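Luminescence from the luciferase reporter, measured 30 min after ONE-Glo reagent at room temperature, was the read-out. Beforehand, 2,000 cells per well were exposed for 16 hr at 37 °C to 5-fluorouridine together with compound or vehicle.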
KCNH2 3.1 block: inhibitors of human KCNH2 3.1 potassium channel isoform; U2OS KCNH2 3.1, thallium flux FluxOr; stronger effect = lower value; activity change, % (tested at about 1.8 µM); 340,000 compounds, 0.95% hits;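 active = maximum activity change below -70%; inconclusive = maximum activity change from -70% to -50%; inactive = maximum activity change above -50%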;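 note: thallium influx rate constant from kinetic fluorescence after stimulation buffer; % is set by controls: 0 for no effect and ±100 for the full control effect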
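Kinetic fluorescence (2 min after stimulation buffer) measures Tl+ influx through KCNH2 3.1 expressed by viral transduction in U2OS cells; the rate constant is normalized against DMSO controls serving as positive and negative references.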
TCR act: T cell receptor activation. 330,000 tested, under 10 active. primary human leukocytes, anti-CD3, IL-2 HTRF, 48 h. Potency, µM (series often up to 9.22 µM), without a hit: top-dose activation of IL-2 secretion, usual class: activators. AID 504894; note: % of control where 0% means no effect
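Using a-CD3 beads without co-stimulation, primary human leukocytes were exposed to compounds for 48 hr. An HTRF IL-2 kit measured the cytokine, with europium-to-d2 energy transfer producing emission at 665nm upon 320nm excitation.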
* marks the source's active call; other numbers are inactive results; i = inactive; ? = inconclusive; nt = not tested or not shown; [ ] = another dose, or the depositor's remark. Unless noted, calls come from the whole dose curve; as a rule, active = well fitted curve in the direction sought with a large enough effect; inconclusive = small, poorly fitted or top-dose-only effect, or another doubt; inactive = no such curve, though single readings can be large; an effect the other way counts as inactive or inconclusive.

SMILES | Mito fusion act | TRPV1 agonist | USP2a inh | A-T KAP1 phos | Eya2 phos inh | TSHR antag | KCNH2 WT inh | ELG1 DNA repair | KCNH2 3.1 block | TCR act
Cc1cc(NC(=O)COn2nnc3ccccc32)no1 | 0.2% | 0.3 | 1.3% | -10.8% | 6.4% | -8.5 | -4.0 | -1.5% | -0.5 | 3.7%
O=C(Nc1ccc(Cl)c(Cl)c1)N1N=CCC1c1ccccc1 (stereo not drawn) | 5.6% | 2.5 | 0.9% | 6.2% | -5.9% | -12.4 | -3.3 | ? | -4.3 | 1.5%
CCn1ncc(C2=NOC(C(=O)Nc3cccc(O)c3)C2)c1C (stereo not drawn) | 1.4% | 0.2 | -0.5% | 0.8% | 1.3% | 10.5 | nt | -4.0% | -1.9 | -5.0%
COC(=O)CCCCCC(CCC(=O)OC)NC(C)=O (stereo not drawn) | -1.1% | -0.4 | 2.9% | 7.1% | 8.3% | 0.4 | -11.4 | ? | 2.0 | -6.3%
CCOC(=O)C1(CCOc2ccccc2)CCN(Cc2ccc(C(=O)OC)cc2)CC1 | 12.6% | 3.7 | -0.1% | 3.1% | -10.6% | -6.5 | 7.8 | -23.5% | -87.6* | 1.8%
CC1(C)C(c2ccccc2)=NC(c2ccccc2)N1O (stereo not drawn) | 8.0% | -1.3 | 2.2% | -0.4% | 0.7% | 20.2 | -5.3 | 5.7% | -1.1 | -4.2%
CCCc1c(C(=O)NNc2ccccc2OC)cnn1-c1ccccc1 | -0.7% | nt | -0.1% | 2.3% | -4.5% | -9.7 | 2.0 | 8.0% | 1.5 | -11.9%
Cc1c(Cl)cccc1NC(=O)C1C2C=CC(C2)C1C(=O)O (stereo not drawn) | 3.3% | -4.2 | 4.7% | 6.0% | ? | 7.7 | -4.9 | -5.8% | 1.4 | nt
CC(C)CN(CC(C)C)C(=O)Nc1ccc(F)cc1F | 2.1% | 13.7 | 0.1% | -6.3% | 10.8% | 5.6 | 7.3 | -12.9% | -5.6 | 1.8%
COc1ccc(NC(=O)CCN2C(=O)c3ccccc3S2(=O)=O)c(OC)c1 | -4.2% | -1.6 | 4.8% | -8.9% | 6.1% | -12.0 | i | -1.3% | 9.7 | -0.3%
Cc1ccc(S(=O)(=O)N2CCOCC2)cc1NC(=O)CNc1ccccc1N1CCCC1=O | 3.1% | 0.7 | -5.5% | 7.7% | 5.0% | 6.9 | -6.8 | 17.4% | 18.5 | 0.5%
Cc1ccc(CCN=c2c([N+](=O)[O-])nn(-c3ccccc3)n2O)cc1 | 5.7% | -1.5 | 1.5% | -4.9% | -4.2% | -11.2 | -0.4 | -7.0% | -1.5 | -0.9%
CCCCCCSc1nc2c(c(=O)[nH]c(=O)n2C)n1C | 1.3% | -1.7 | -0.3% | -2.3% | -8.1% | -8.0 | -4.4 | -19.5% | 16.5 | -8.2%
Cc1ccccc1N(C)S(=O)(=O)c1nnc(NC(=O)c2ccccc2F)s1 | 5.62µM* | 6.5 | 2.3% | 0.1% | 0.2% | -14.3 | -15.0 | -2.3% | 0.0 | -1.9%
COc1ccc(C2C=C(C)Nc3nc4ccccc4n32)cc1 (stereo not drawn) | 7.7% | 26.3 | 0.0% | -16.2% | -8.7% | -4.3 | -7.0 | ? | -0.2 | -12.9%
COc1ccccc1CNCc1cccs1 | -2.6% | 1.1 | 2.5% | 1.5% | 0.3% | 12.8 | 1.7 | 12.8% | 11.4 | 0.6%
O=C(O)C1Cc2ccccc2CN1C(=O)c1ccccc1Cl (stereo not drawn) | -0.8% | 0.4 | nt | nt | nt | nt | -0.8 | nt | -21.0 | -10.3%
Clc1cccc(Nc2nc(-c3ccncc3)nc3ccccc23)c1 | 0.1% | 1.3 | -0.1% | -2.5% | 21.9% | 6.9 | -6.5 | 2.59µM* | 9.8 | -16.6%
O=C(Cc1ccccc1)N1CCN(C(=O)c2cccs2)CC1 | -2.8% | -2.1 | 4.3% | -0.1% | 16.6% | 6.0 | -6.0 | -4.5% | -9.2 | -7.4%
CCOC(=O)C1(Cc2ccc(Cl)cc2)CCN(Cc2cn(CC)nc2C)CC1 | -5.6% | 17.1 | 3.7% | 7.7% | -0.5% | 7.2 | 2.5 | ? | -17.1 | 3.7%
CCCN(CCC)Cc1cc(=O)oc2cc3c(cc12)CCC3 | 5.0% | ? | -1.1% | 1.9% | -20.3% | -1.4 | -14.1 | -7.7% | -5.5 | -6.9%
CC1CCCN(C(=O)CCCn2c(=S)[nH]c3ccccc3c2=O)C1 (stereo not drawn) | 2.6% | ? | -4.8% | -3.4% | -9.4% | 0.2 | -9.0 | -7.3% | -43.3 | 5.2%
COc1ccnc(Oc2ccccc2)c1-c1ncn[nH]1 | -2.8% | -1.4 | -0.6% | 1.3% | 9.3% | -3.4 | 1.9 | -3.2% | 1.0 | -8.9%
Cc1cc(NCc2ccncc2)ccc1Br | 0.4% | 16.2 | 0.8% | 4.0% | ? | 2.4 | -8.1 | 5.6% | -1.7 | -1.7%
O=C(N/N=C/c1ccc(F)cc1)c1ccc(OCc2ccccc2)cc1 | 4.5% | 1.6 | -0.2% | 12.2% | 1.3% | -8.0 | -5.2 | -26.1% | -13.2 | 5.1%

At a glance, two of the compounds above:
SMILES | Mito fusion act | TRPV1 agonist | USP2a inh | A-T KAP1 phos | Eya2 phos inh | TSHR antag | KCNH2 WT inh | ELG1 DNA repair | KCNH2 3.1 block | TCR act
O=C(Cc1ccccc1)N1CCN(C(=O)c2cccs2)CC1 | -2.8% | -2.1 | 4.3% | -0.1% | 16.6% | 6.0 | -6.0 | -4.5% | -9.2 | -7.4%
CCOC(=O)C1(Cc2ccc(Cl)cc2)CCN(Cc2cn(CC)nc2C)CC1 | -5.6% | 17.1 | 3.7% | 7.7% | -0.5% | 7.2 | 2.5 | ? | -17.1 | 3.7%

(continued)
SMILES | Mito fusion act | TRPV1 agonist | USP2a inh | A-T KAP1 phos | Eya2 phos inh | TSHR antag | KCNH2 WT inh | ELG1 DNA repair | KCNH2 3.1 block | TCR act
O=C(CNS(=O)(=O)c1ccc(F)cc1)Nc1ccc(C(F)(F)F)cc1 | 0.0% | ? | -1.0% | -6.3% | -24.4% | -9.7 | 1.0 | ? | -7.7 | -8.9%
Cc1ccc(NC(=O)CS(=O)CC(=O)N(CC(=O)NC2CCCC2)c2ccc3c(c2)OCCO3)cc1 (stereo not drawn) | 3.4% | 1.4 | 3.5% | -4.0% | -3.1% | -0.9 | 2.7 | -2.0% | -13.3 | -3.8%
Cc1cccc(C(=O)Nc2ccc(C(=O)N3CCCCC3C)cc2)c1 (stereo not drawn) | 0.6% | 19.0 | -0.4% | -1.1% | 3.7% | 15.0 | 1.3 | ? | -6.8 | -1.3%
c1ccc(CCCNc2ncnc3nc[nH]c23)cc1 | 3.9% | -2.6 | 5.6% | 7.4% | 0.2% | -4.2 | 1.1 | -14.7% | 13.5 | -1.7%[46.1 µM]
CCOC(=O)C1CCN(C(=O)CNC(=O)c2nn(-c3ccc(OC)c(Cl)c3)c(=O)c3ccccc23)CC1 | 14.5% | 18.0 | 0.3% | -4.9% | 4.7% | 12.0 | -3.8 | 14.6µM* | -14.3 | -5.9%
CCn1c(C(=O)N2CCCC(C(=O)NCCc3ccc(C)cc3)C2)cc2sccc21 (stereo not drawn) | 16.3% | 0.7 | 3.6% | -0.5% | -18.5% | 1.9 | 3.5 | 18.4µM* | -13.4 | 3.1%
CCCn1c2ccccc2c2cnn(CC(=O)NC3CCCCC3C)c(=O)c21 (stereo not drawn) | 1.2% | 4.0 | 3.3% | 16.2% | -7.0% | -4.9 | -3.9 | 0.0% | -5.2 | -1.7%
C=CCn1c(COc2ccccc2)nnc1SCC(=O)NCC(=O)OCC | -3.3% | -3.1 | -1.6% | 0.2% | -23.8% | 0.2 | -1.8 | -5.0% | -2.6 | -4.7%
COc1ccc(-c2nc(N)nc(N)n2)c(O)c1 | -8.0% | 3.6 | 1.4% | 0.6% | -3.1% | 1.6 | -8.2 | 22.5% | 1.7 | 5.8%
O=[n+]1c2c(n([O-])c3ccccc31)CCC2 | 1.9% | -1.6 | nt | nt | nt | nt | 10.9 | nt | 2.9 | 2.2%
COC(=O)C1=C(C(=O)OC)[C@@H]2N(C)c3ccc(OC)cc3[C@@]23C[C@@H](C(=O)OC)N(C(=O)c2ccc(Br)cc2)C3=N1 | 24.3% | ? | -9.4% | 25.8% | 11.3% | -6.7 | 1.0 | ? | 1.6 | -1.9%
C=C(C)CNC(=S)N/N=C(\C)c1cccc(NC(C)=O)c1 | 11.8% | -0.4 | 1.8% | 3.1% | -0.6% | -4.7 | 7.6 | ? | -5.6 | -2.9%
Cc1cccc2cc(COC(=O)c3ccccc3)c(=O)[nH]c12 | -2.6% | -0.4 | -0.6% | 3.2% | 13.9% | 0.9 | -5.6 | ? | -5.1 | -0.1%

A portion of the library. The share of hits here may be higher or lower than overall.
